Assay outcomes (PubChem)
HePTP inhibitor: inhibitors of human HePTP phosphatase; P35236; recombinant HePTP phosphatase activity, OD absorbance; inhibition, % at 20 µM; 110,000 tested, 0.64% active; AID 521; in the data active = inhibition above about 50%;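 also: plate controls were vehicle for no effect and reference inhibitor for full effect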
Target sequence (P35236 whole entry, looked up): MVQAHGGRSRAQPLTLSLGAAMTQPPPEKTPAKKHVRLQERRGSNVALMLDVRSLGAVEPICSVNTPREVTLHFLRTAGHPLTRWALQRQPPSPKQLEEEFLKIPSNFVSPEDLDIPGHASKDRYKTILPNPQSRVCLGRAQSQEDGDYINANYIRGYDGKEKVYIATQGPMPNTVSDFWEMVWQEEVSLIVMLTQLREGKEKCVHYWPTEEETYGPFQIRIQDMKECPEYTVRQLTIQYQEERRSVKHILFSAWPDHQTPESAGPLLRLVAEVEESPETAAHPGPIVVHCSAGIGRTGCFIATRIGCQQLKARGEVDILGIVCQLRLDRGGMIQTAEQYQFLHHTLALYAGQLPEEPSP
BAP1 inh: inhibitors of human BAP1 deubiquitinase; recombinant BAP1, Ub-AMC hydrolysis fluorescence kinetic; hits give low values; activity remaining (% of control), % at 20 µM; 72,000 tested, 0.48% active; AID 436;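 active = activity remaining at or below 50% of control, provided the compound also passes the data quality filters; inactive = the rest, including low values that fail the filters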;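 also: 100% = DMSO wells rate and 0% = substrate alone blank rate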
Target sequence (Q92560 whole entry, looked up): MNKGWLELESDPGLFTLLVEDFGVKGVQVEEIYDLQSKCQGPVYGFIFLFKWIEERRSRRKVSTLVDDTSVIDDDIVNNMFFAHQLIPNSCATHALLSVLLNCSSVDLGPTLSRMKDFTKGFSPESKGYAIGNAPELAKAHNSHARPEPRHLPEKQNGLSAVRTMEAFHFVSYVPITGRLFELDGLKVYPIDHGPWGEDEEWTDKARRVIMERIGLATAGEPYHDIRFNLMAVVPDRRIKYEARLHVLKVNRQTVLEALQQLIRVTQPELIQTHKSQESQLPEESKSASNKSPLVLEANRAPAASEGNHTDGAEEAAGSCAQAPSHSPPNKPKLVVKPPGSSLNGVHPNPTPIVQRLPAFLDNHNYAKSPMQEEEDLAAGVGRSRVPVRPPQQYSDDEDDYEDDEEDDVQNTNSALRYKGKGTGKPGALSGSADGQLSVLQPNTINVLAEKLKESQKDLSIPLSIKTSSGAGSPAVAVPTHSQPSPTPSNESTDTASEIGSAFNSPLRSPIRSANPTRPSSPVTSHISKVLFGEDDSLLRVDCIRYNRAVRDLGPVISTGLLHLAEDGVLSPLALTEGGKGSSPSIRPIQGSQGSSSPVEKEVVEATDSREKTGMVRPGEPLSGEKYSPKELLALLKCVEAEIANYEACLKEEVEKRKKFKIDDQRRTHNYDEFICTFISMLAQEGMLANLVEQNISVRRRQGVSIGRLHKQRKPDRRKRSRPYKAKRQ
Active calls of the source: *; / = no result given; & = joins results of further samples.

BAP1 inh	HePTP inhibitor	Structure
89.5	-9.1	CN(C)c1cccc(-c2nnc(SCCCC#N)o2)c1
97.4	-3.1	Cc1ccc(C2CC(C(F)(F)F)n3ncc(C(=O)NCc4ccco4)c3N2)cc1 (stereo unspecified)
70.7	11.8	O=C(NCc1ccccn1)c1cc(-n2cnnc2)ccc1Cl
70.3	-5.5	CCOC(=O)c1c(C(C)(C)C)oc2ccc(OCC#N)cc12
/	-18.0	CC(=O)Nc1cc([N+](=O)[O-])c(N(C)S(=O)(=O)c2ccccc2)c2ccccc12
103.1	15.2	Cc1ccccc1-n1c(Cn2c(=O)sc3ccccc32)nnc1SCC(=O)N1CCCC1
92.6	/	COc1ccccc1-c1coc2cc(OCc3ccccc3Cl)ccc2c1=O
389.7	0.7	O=c1oc2c(CN3CCCCC3)c(O)ccc2c2c1CCCCC2
/	-2.8	NC(=O)/C(=C\c1ccc(Cl)cc1)NC(=O)c1ccco1
/	-1.4	COc1c(F)c(F)c(C(=O)Nc2ccc(NC(=O)c3ccco3)cc2)c(F)c1F
/	2.2	O=S(=O)(Nc1nc2ccccc2s1)c1ccc(Br)s1
/	-4.8	COc1cc2c(cc1OC)S(=O)(=O)OC(C)=C2
100.9	-3.7	CN(c1ccc(C(=O)NCCSCc2ccco2)cc1)S(C)(=O)=O
/	-2.1	O=C1C=C(c2cccs2)CC(c2cccs2)C1n1cnc([N+](=O)[O-])c1 (stereo unspecified)
/	-1.4	CCc1ccc(OCC(=O)Nc2ccc(NC(=O)c3ccco3)c(OC)c2)cc1
/	3.5	O=C(NC1CCCCCC1)c1cc(Cl)ccc1[N+](=O)[O-]
99.5	8.7	CC(=O)c1c(C)cc(C)c(CSc2nc(C)cc(=O)[nH]2)c1C
34.5*	-4.5	COc1ccc(N=C2CCCN2CC(N)=O)cc1
90.5	-5.7	CC1(C(=O)NC2CCCC2)CCC(=O)N1Cc1cccs1 (stereo unspecified)
93.9	7.9	O=C(Nc1ccc(NC(=O)C2CC2)nc1)c1ccncc1
/	4.1	Cc1ccc(S(=O)(=O)N/N=C/c2ccc([N+](=O)[O-])cc2)cc1
/	11.2	COc1ccc(NC(=O)CSc2nnc(-c3ccccc3C)n2N)cc1
38.1*	17.8	CCn1c(=NC(=O)c2ccc(N3C(=O)CCC3=O)cc2)sc2c(OC)ccc(OC)c21
113.9	2.7	COc1cc(S(=O)(=O)NCc2ccccc2)ccc1F
/	-3.2	Cc1c(N=C/C=C/c2ccccc2)cnn1C
/	3.1	COc1ccc(C(c2nnnn2C(C)(C)C)N2CCN(c3nc4ccccc4s3)CC2)cc1 (stereo unspecified)
/	-1.1	COc1ccccc1C1Nc2cc3ccccc3cc2C2=C1C(=O)CC(C)(C)C2 (stereo unspecified)
94.0	9.5	COc1ccc(OC)c(NC(=O)CSc2nnnn2-c2ccccc2F)c1
/	3.6	Cn1c(CCNC(=O)C(C)(C)C)nc2ccccc21
93.3	6.6	O=C(Nc1cccc2ccccc12)N1CCN(c2ccc(F)cc2)CC1
115.0	-0.7	CN(C)CCNC(CC(=O)Nc1ccc(Cl)c(Cl)c1)C(=O)O (stereo unspecified)
/	-1.8	CCCN(CCC)C1=CC(=O)C(C(C)(C)C)=CC1=O
78.3	9.5	CCOC(=O)c1ccc(COC(=O)CNC(=O)CNC(=O)c2ccc(OC)cc2)o1
92.9	14.9	O=C1c2ccccc2C(Nc2ccc(F)cc2F)N1CCN1CCOCC1 (stereo unspecified)
93.9	3.5	CC(=O)OCC1OC(c2ccccc2)C(OC(C)=O)C(OC(C)=O)C1OC(C)=O (stereo unspecified)
/	-7.3	O=C(CNC(=O)Cn1ccc2ccccc2c1=O)NCCCN1CCCCCC1
/	7.7	COc1cccc(-c2cc(C(=O)Nc3nn[nH]n3)c3ccccc3n2)c1
92.5	-3.1	CN(C1=NS(=O)(=O)c2cc([N+](=O)[O-])ccc21)c1ccccc1
54.4	3.1	Cc1ccc(Cn2ccc(NC(=O)c3cc(-c4ccc(Cl)cc4)on3)n2)cc1
80.7	1.0	COC(=O)CCCC(=O)Nc1ccc(Cl)c(Cl)c1
101.1	-9.4	CCOC(=O)CSC1=NC(=O)CS1
78.5	6.4	CCN1C(=O)C2(C(C#N)=C(N)Oc3n[nH]c(C(C)C)c32)c2ccccc21 (stereo unspecified)
/	4.9	Cc1ccc(S(=O)(=O)N/N=C/c2[nH]c3ccccc3c2Cl)cc1
89.5	/	O=c1c2ccccc2nc2n1CCc1c-2[nH]c2ccccc12
/	3.0	c1cncc(-c2csc(NCc3ccco3)n2)c1
95.6	4.7	Cc1noc(C)c1S(=O)(=O)N1CCCC(C(=O)Nc2nccs2)C1 (stereo unspecified)
/	-4.7	COc1ccc2c(c1)N(C(=O)CN1C(=O)c3ccccc3C1=O)C(C)(C)c1ssc(=S)c1-2
95.9	8.9	COC(=O)C1(c2ccccc2)NC(c2cccs2)C2C(=O)N(C)C(=O)C21 (stereo unspecified)
/	7.6	O=C1/C(=C/c2ccc(Cl)cc2)SC(=S)N1CCc1ccccc1
94.1	3.9	Cn1c(COc2ccccc2)nnc1SCC(=O)NCc1ccccc1

Part of the list above in order of molecular weight, high to low.
BAP1 inh	HePTP inhibitor	Structure
92.9	14.9	O=C1c2ccccc2C(Nc2ccc(F)cc2F)N1CCN1CCOCC1 (stereo unspecified)
/	4.9	Cc1ccc(S(=O)(=O)N/N=C/c2[nH]c3ccccc3c2Cl)cc1
/	-1.8	CCCN(CCC)C1=CC(=O)C(C(C)(C)C)=CC1=O
/	3.6	Cn1c(CCNC(=O)C(C)(C)C)nc2ccccc21

Other records follow:
BAP1 inh	HePTP inhibitor	Structure
/	1.6	Cc1nc2ccccc2c(=O)n1/N=C/c1c(O)ccc2ccccc12
90.5	0.9&-0.8	N#C/C(C(=O)c1ccccc1)=C1/CCCN1
/	5.6	C=CCN1C(=O)/C(=C\c2ccc(OCc3ccc(COc4ccc(C=O)cc4OC)cc3)c(OC)c2)SC1=S
96.6	7.4	CCCc1nc2oc3c(NCCN(C)C)ncnc3c2c2c1CCCC2
/	0.4	Cc1cc(C)n(-c2nc3ccccc3[nH]c2=O)n1
/	-8.0	COc1ccc(Br)cc1C(=O)Nc1ccc(O)c(-c2nc3cc(C)c(C)cc3o2)c1
/	3.8	c1ccc(-c2nc(C3COc4ccccc4O3)cs2)cc1 (stereo unspecified)
/	3.7	O=C(Nc1ccc(F)cc1)c1sc2cc(Cl)ccc2c1Cl
118.5	-3.5	COc1ccc(C2NC(=O)c3ccccc3O2)c(OC)c1OC (stereo unspecified)
/	0.5	O=C(/C=C/c1ccc(Cl)cc1)Nc1ccc(I)cc1Cl
94.1	9.2	Cc1nn(C)c(C)c1S(=O)(=O)N1CCc2ccccc21
91.2	4.6	CC1CCC(NC(=O)C2CCN(c3cnccn3)CC2)CC1 (stereo unspecified)
99.4	2.4	Cn1nc(CC(=O)NC2CCCCCC2)c2ccccc2c1=O
82.7	5.6	COCc1cc(C)nc(Nc2ccc(C)cc2C)c1C#N
/	-3.6	CN(C)c1ccc(NC(=O)COc2ccc(Cl)cc2Cl)cc1
/	0.8	C=CCn1cnc2c(c1=O)c1nc3ccccc3nc1n2Cc1ccccc1
98.0	8.0	O=C(CCCN1CCOCC1)c1ccc2c(c1)OCCO2
93.2	6.2	Cc1ccc(C)c(C(=O)CC2(O)C(=O)N(C)c3ccccc32)c1 (stereo unspecified)
94.2	9.9	CCOc1nc(N(C)C)nc(-n2nnc(C(C)=O)c2C)n1
1.4*	/	CCCCCCCCCCCCCCCCOCC(COCC(F)(F)F)OP(=O)(O)OCO (stereo unspecified)
/	-10.1	COc1ccc(C(=O)Nc2nc3c(C)cc(C)cc3s2)cc1Br
/	6.0	COc1ccc(Br)cc1C(=O)Nc1ccc(-c2nc3ncccc3o2)cc1
/	4.3	COc1ccccc1OCCOc1ccc(/C=C2/C(=O)NC(=O)N(c3ccccc3C)C2=O)cc1OC
216.0	-5.2	CCOC(=O)c1[nH]c2cc3c(cc2c1NC(=O)CN1CC(C)CC(C)C1)OCO3 (stereo unspecified)
68.7	2.9	CCOc1ccc(NS(=O)(=O)c2ccc(OCC(=O)N3CCCC3)cc2)cc1
129.0	9.0	COc1cccc2c1C(=O)c1c(O)c3c(c(O)c1C2=O)C[C@@](O)(C(C)=O)C[C@@H]3O[C@H]1C[C@H](N)[C@H](O)[C@H](C)O1
/	-4.1	CC(C)CN1C(=O)/C(=C/c2cccc(Oc3ccccc3)c2)SC1=S
113.1	3.4	O=C1CN(C(=O)CCCc2c[nH]c3ccccc23)c2ccccc2N1
/	5.1	Cn1c(CC(O)c2ccccc2)nc2ccccc21 (stereo unspecified)
136.8	8.4	O=C(c1cc(-n2cnnc2)ccc1Cl)N1CCN(c2nc(-c3ccccc3)cs2)CC1
75.8	0.9	CC1=C(C)CC(C(=O)N2CCN(Cc3ccccc3)CC2)C(C(=O)O)C1 (stereo unspecified)
84.9	12.9	COC(=O)CN(n1cnnc1)S(=O)(=O)c1ccc(C)cc1
154.3	/	CNc1nonc1C(=O)O
/	1.9	COc1ccc(NC(C)=O)cc1NC(=O)CSc1nnc(-c2cccnc2)n1C
/	3.1	CCN(CC)c1ccc(/C=N/NC(=O)c2cc(Br)ccc2O)c(O)c1
102.8	12.2	COc1ccccc1CC1(C)NC(=O)N(CC(=O)Nc2cc(C)on2)C1=O (stereo unspecified)
/	-3.2	CC1=C(C(=O)OCCCc2ccccc2)C(c2cccs2)NC(=O)N1 (stereo unspecified)
80.2	-16.0	O=C(CSc1cccc(C(F)(F)F)c1)N1CCN(S(=O)(=O)c2ccccc2)CC1
142.0	9.7	CC(C)(C)c1ccc(OCC(=O)NC2CCS(=O)(=O)C2)cc1 (stereo unspecified)
414.1	2.7	CCOc1ccc(Nc2nc(C)cc(C)c2C#N)cc1
/	1.4	CC(C)(C)C1=C2OCC3COC2(O3)C(C(C)(C)C)=C(O)C1=O (stereo unspecified)
/	-3.7	O=C(/C=C/c1cccc([N+](=O)[O-])c1)Nc1ccc(O)c(-c2nc3ccccc3o2)c1
84.0	1.5	COc1ccc(Cl)cc1N(CC(=O)Nc1ccc2c(c1)OCO2)S(C)(=O)=O
88.8	8.5	O=S(=O)(Nc1cccc2cccnc12)c1ccc(S(=O)(=O)N2CCCC2)cc1
107.5	-3.0	Cc1ccccc1NC(=O)N1C2CCCC1CC(NC(=O)C1CC1)C2 (stereo unspecified)
65.9	4.4	COc1ccc(C)cc1NC(=O)C1CC(=O)OC12CCCCC2 (stereo unspecified)
274.0	8.1	CCN(CC)CCNc1nc(-c2ccco2)c2c(c1C#N)CC(C)(C)OC2
/	2.2	Cc1ccccc1C(=O)Nc1nnc(-c2ccco2)s1
/	-14.1	Cc1sccc1/C=N/NC(=O)c1ccc(C(C)(C)C)cc1
99.0	-2.8	CCOC(=O)C1CCN(C(c2cccc(F)c2)c2sc3nc(C)nn3c2O)CC1 (stereo unspecified)

The listing continues.
BAP1 inh	HePTP inhibitor	Structure
/	-5.2	Cc1cc(C)n2nc(-c3ccc(F)cc3)cc2n1
/	1.1	O=C(c1ccc(Cl)cc1)N(c1ccccc1)C1C=CS(=O)(=O)C1 (stereo unspecified)
/	3.8	CCc1ccc2oc(-c3cccc(NC(=O)COc4ccc(OC)cc4)c3)nc2c1
93.0	9.3	CCOCCCNCC(=O)N1CCN(S(=O)(=O)c2ccc(C)cc2)CC1
96.1	/	Cc1ccccc1NC(=O)c1ccc(Cl)c(S(=O)(=O)N2CCCCCC2)c1
/	-16.0	Cc1nn(CC(=O)Nc2sc(C)c(C)c2C(N)=O)c(C)c1[N+](=O)[O-]
/	-6.9	CC(C)(C)c1csc(N/N=C\c2ccccc2)n1
/	-0.6	COc1ccc(-c2cc(C(=O)Nc3ccccc3OC)c3ccccc3n2)cc1
98.2	0.0	CCN=C(Nc1ccc2c(c1)OCO2)SC1CC(=O)N(c2ccccc2F)C1=O (stereo unspecified)
67.9	/	CS(=O)(=O)N(c1ccc(Cl)cc1)C1CCS(=O)(=O)C1 (stereo unspecified)
72.4	8.6	Cc1ccc(C(=O)C2=C(O)C(=O)N(c3ncccn3)C2c2ccc(Cl)cc2)o1 (stereo unspecified)
/	-2.6	O=C(c1cccs1)N1CCN(C2CCCC2)CC1
/	-13.8	O=C(Nc1ccc(I)cc1Cl)c1ccc(-c2cccc(Cl)c2)o1
/	6.3	O=C(Nc1ccncc1)c1cc(-c2ccccc2)nc2ccccc12
97.7	-2.9	COc1ccc(C(=O)O)cc1F
/	2.4	COc1ccc2c(c1OC)C(=O)N(c1cccc(Cl)c1)C2=O
65.4	/	COc1cc(C2C(C(=O)OCCc3ccccc3)=C(C)NC3=C2C(=O)CCC3)cc(Cl)c1O (stereo unspecified)

Of the compounds above, 13 contain two or more sulfur atoms:
BAP1 inh	HePTP inhibitor	Structure
103.1	15.2	Cc1ccccc1-n1c(Cn2c(=O)sc3ccccc32)nnc1SCC(=O)N1CCCC1
/	2.2	O=S(=O)(Nc1nc2ccccc2s1)c1ccc(Br)s1
100.9	-3.7	CN(c1ccc(C(=O)NCCSCc2ccco2)cc1)S(C)(=O)=O
/	-2.1	O=C1C=C(c2cccs2)CC(c2cccs2)C1n1cnc([N+](=O)[O-])c1 (stereo unspecified)
101.1	-9.4	CCOC(=O)CSC1=NC(=O)CS1
95.6	4.7	Cc1noc(C)c1S(=O)(=O)N1CCCC(C(=O)Nc2nccs2)C1 (stereo unspecified)
/	-4.7	COc1ccc2c(c1)N(C(=O)CN1C(=O)c3ccccc3C1=O)C(C)(C)c1ssc(=S)c1-2
/	7.6	O=C1/C(=C/c2ccc(Cl)cc2)SC(=S)N1CCc1ccccc1
/	5.6	C=CCN1C(=O)/C(=C\c2ccc(OCc3ccc(COc4ccc(C=O)cc4OC)cc3)c(OC)c2)SC1=S
/	-4.1	CC(C)CN1C(=O)/C(=C/c2cccc(Oc3ccccc3)c2)SC1=S
80.2	-16.0	O=C(CSc1cccc(C(F)(F)F)c1)N1CCN(S(=O)(=O)c2ccccc2)CC1
88.8	8.5	O=S(=O)(Nc1cccc2cccnc12)c1ccc(S(=O)(=O)N2CCCC2)cc1
67.9	/	CS(=O)(=O)N(c1ccc(Cl)cc1)C1CCS(=O)(=O)C1 (stereo unspecified)
